Source: PubChem (PCMD)
FXIIa single: inhibitors of human coagulation factor XIIa. purified human FXIIa, AMC substrate fluorescence, 2 h. inhibition, % at 10 µM. 0.2% of 33,000 active. AID 701; in the data active = inhibition above about 30%;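 also: 0% = enzyme with vehicle only and 100% = no enzyme blank; many of its hits are not listed in these tables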
FXIa inh: inhibitors of human coagulation factor XIa | P03951 | purified human FXIa, fluorogenic AMC substrate cleavage | inhibition, % at 10 µM | 0.3% of 33,000 active;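 active = inhibition above 40% in the primary screen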;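 also: 0% = enzyme without compound and 100% = blank wells lacking enzyme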
Target sequence (P03951 19-387 limits assumed): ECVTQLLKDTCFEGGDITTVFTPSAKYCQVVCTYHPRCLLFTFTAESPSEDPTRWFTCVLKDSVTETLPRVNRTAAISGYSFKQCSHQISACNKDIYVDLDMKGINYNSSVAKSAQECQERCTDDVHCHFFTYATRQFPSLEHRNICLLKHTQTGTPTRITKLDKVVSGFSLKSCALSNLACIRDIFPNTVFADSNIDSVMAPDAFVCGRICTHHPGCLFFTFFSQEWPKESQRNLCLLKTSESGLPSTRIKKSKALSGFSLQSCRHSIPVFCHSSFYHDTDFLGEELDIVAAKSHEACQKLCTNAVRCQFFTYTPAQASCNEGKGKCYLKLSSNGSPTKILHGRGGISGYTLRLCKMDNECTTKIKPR
Target sequence (P03951 388-625 limits assumed): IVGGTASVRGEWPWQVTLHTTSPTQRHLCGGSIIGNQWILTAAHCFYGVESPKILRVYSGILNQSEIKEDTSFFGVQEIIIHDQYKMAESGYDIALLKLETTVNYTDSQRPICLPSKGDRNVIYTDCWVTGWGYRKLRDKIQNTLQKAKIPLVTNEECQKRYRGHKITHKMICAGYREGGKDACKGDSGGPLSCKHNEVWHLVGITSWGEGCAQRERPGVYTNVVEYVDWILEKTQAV
The depositor's hits bear a star. Not all compounds are listed, so the mix of outcomes need not match the whole.

FXIIa single	FXIa inh	smiles
0	4	CCOC(=O)c1ccc(NC(=O)CSc2nnc(CNC(=O)c3c(F)cccc3Cl)o2)cc1
-4	-4	COc1ccccc1N1CCN(S(=O)(=O)c2ccc(Br)s2)CC1
5	1	Cc1nnc(SCC(=O)N2CCCc3ccccc32)[nH]c1=O
7	0	CC(C)(C)NS(=O)(=O)c1ccc(NS(=O)(=O)Cc2ccccc2)cc1
-8	0	Cc1cccc(NC(=O)CC2NCCNC2=O)c1 (stereo not given)
-9	24	CC(C)OC(=O)c1cn(-c2ccccc2)nc1-c1ccc2c(c1)OCCO2
-10	25	CC(=O)NC1=NN(C(C)=O)C(C)(CS(=O)(=O)c2ccc(C)c(C)c2)S1 (stereo not given)
4	0	O=C(CSc1nnc(-c2cccs2)o1)OCc1ccccc1
6	10	CCN(CC)S(=O)(=O)c1ccc(C(=O)NCc2ccc3c(c2)cc(C)n3C)cc1
6	11	CCc1ccc(S(=O)(=O)NCCc2csc(-c3cccnc3)n2)s1
-9	-8	CC(=O)OCC(=O)[C@@]1(OC(C)=O)[C@@H](C)C[C@H]2[C@@H]3C[C@H](F)C4=CC(=O)C=C[C@]4(C)[C@@]3(F)[C@@H](O)C[C@@]21C
-2	-4	Cc1sc(NC(=O)CSc2nnc(C)c(=O)[nH]2)c(C#N)c1C
7	8	CN(CC(=O)OCC(=O)NC(=O)c1cccn1C)S(=O)(=O)c1ccc(Cl)cc1
2	1	O=C(Cc1c(F)cccc1Cl)Nc1cccnc1
8	-1	c1ccc2oc(-c3ccc4nc[nH]c4c3)nc2c1
3	-6	O=C(CCCN1C(=O)c2ccccc2C1=O)Nc1ccc(S(=O)(=O)N2CCOCC2)cc1
-3	-16	COc1cc(NC(=O)COC(=O)[C@@H]2CCCN2S(=O)(=O)c2ccc(Cl)cc2)cc(OC)c1OC
5	-8	Cc1csc(SCC(=O)Nc2cc(S(=O)(=O)N3CCCC3)ccc2Cl)n1
-24	1	Nc1c(C(=O)NCc2ccco2)c2nc3ccccc3nc2n1CCc1ccccc1F
8	2	O=C(Oc1cc(-c2ccccc2)no1)c1ccc(F)cc1
3	3	CCCSCCCNC(=O)c1cc2c(s1)CS(=O)(=O)C2
7	6	Cn1c(=O)c2c(nc(NCC3CCCO3)n2Cc2ccccc2)n(C)c1=O (stereo not given)
8	-1	COc1ccccc1N(CC(=O)NCC1CCCO1)C(=O)CCC(=O)Nc1nccs1 (stereo not given)
7	-1	O=C(CSc1nnc(Cc2cc(=O)[nH]c(=O)[nH]2)n1-c1ccccc1)NCC1CCCO1 (stereo not given)
3	48*	Cc1cc(=O)[nH]c(-n2[nH]c(C)cc2=O)n1
4	5	Cc1ccc(C(=O)CSc2nnc(-c3ccccc3N)n2C)cc1C
8	-1	COc1ccc(C(=O)Nc2ccc(S(=O)(=O)N3CCc4ccccc43)cc2)cc1
4	5	CC1=CC2=NCC(O)CN2C=C1 (stereo not given)
4	-1	O=C(COC(=O)c1n[nH]c2ccccc12)NCc1ccccc1
4	-1	COc1ccc(NC(=O)CSc2ncnc3c2cnn3Cc2ccccc2)cc1
-15	-1	Cc1cccc(-n2c(-c3ccncc3)n[nH]c2=S)c1
4	-2	CC1CN(C2CCN(S(=O)(=O)c3ccccc3)CC2)CC(C)O1 (stereo not given)
15	-4	COc1ccc(C(CC(=O)O)NC(=O)Cc2ccccc2)cc1OC (stereo not given)
4	8	Cc1ccc(C(=O)Nc2nc3ccccc3n3nnnc23)cc1
2	7	CCc1ccc(C(=O)CCC2CCCCC2=O)cc1 (stereo not given)
9	6	CCc1cc(=O)oc2cc(OCC(N)=O)c(Cl)cc12
6	-4	COc1ccc(-c2oc(NC(C)=O)c(C#N)c2-c2ccc(OC)cc2)cc1
11	5	CC(=O)Nc1ccc(S(=O)(=O)N2CCN(CCCOc3ccccc3Cl)CC2)cc1
8	-7	Cc1ccc(-c2cn(-c3ccccc3)c3[n+]2CCCS3)cc1
4	2	CCN1CCN(Cc2cc(=O)oc3ccc(Cl)cc23)CC1
11	-4	COC(=O)NCc1cc2cc(Cl)ccc2[nH]1
2	1	CCCC(=O)Nc1nc2ccc(C(=O)OCC)cc2s1
3	0	CC(C)C(=O)Nc1ccc2c(c1)oc1ccccc12
8	-2	COc1ccc(-c2cc(-c3ccc(OC)cc3)c(C#N)c(SC)n2)cc1
2	12	O=C(O)Cc1ccc(C(=O)c2ccc(F)cc2)s1
4	7	Cc1c(Cl)cccc1NC(=S)NNc1ncc(C(F)(F)F)cc1Cl
9	4	O=C(CC1Sc2ncnn2C1=O)Nc1ccccc1 (stereo not given)
3	4	CCOc1ccccc1C1C(C(=O)Nc2ccccc2OC)=C(C)Nc2nnnn21 (stereo not given)
3	-11	CC(=O)Nc1ccc(NC(=O)CN(c2cccc(C)c2)S(C)(=O)=O)cc1
-17	17	COc1ccc(C(=O)Nc2ccc3c(c2)nc(CCNC(C)=O)n3C)cc1
6	-5	CC(=O)Nc1ccc2c(c1)OCCO2
7	4	Cc1cc(C)nc(Nc2ccccc2Br)n1
5	4	CCCc1[nH]nc2c1C(c1cc(OC)cc(OC)c1)C(C#N)=C(N)O2 (stereo not given)
3	0	O=C(CSc1nc2cc(S(=O)(=O)N3CCOCC3)ccc2o1)NC1CCCc2ccccc21 (stereo not given)
4	1	Nc1ncnc2c1CCC2
7	-8	O=C(N/N=C/C=C/c1ccccc1)C1CC1(c1ccccc1)c1ccccc1 (stereo not given)
-13	1	CCCC[N+](C)(C)CCC(=O)NC(C)(C)CS(=O)(=O)[O-]
2	-3	O=C(O)C1CC=CCC1C(=O)Nc1cc(Cl)ccc1Cl (stereo not given)
3	10	O=C(NCc1ccc(F)cc1)c1cnc(-c2ccccn2)nc1C(F)(F)F
7	-2	CCOC(=O)c1ccccc1NC(=O)CN1C(=O)c2ccccc2S1(=O)=O

4 of these compounds in another layout.
compound | FXIIa single | FXIa inh
CCN(CC)S(=O)(=O)c1ccc(C(=O)NCc2ccc3c(c2)cc(C)n3C)cc1 | 6 | 10
CC1=CC2=NCC(O)CN2C=C1 (stereo not given) | 4 | 5
O=C(CSc1nnc(Cc2cc(=O)[nH]c(=O)[nH]2)n1-c1ccccc1)NCC1CCCO1 (stereo not given) | 7 | -1
CCc1ccc(C(=O)CCC2CCCCC2=O)cc1 (stereo not given) | 2 | 7

More entries.
FXIIa single	FXIa inh	smiles
5	1	COc1ccc(C(=O)OCC(=O)Nc2ccc(F)c(F)c2F)cc1OC
-15	1	O=C(CN(CC1CCCO1)C(=O)CNS(=O)(=O)c1ccc(Cl)cc1)NCC1CCCO1 (stereo not given)
7	-5	Cn1c(SCc2nc(-c3ccc(Cl)cc3)no2)nnc1-c1ccccc1
-19	6	CCOC(=O)Cc1csc(NC(=O)CSc2nncn2C)n1
8	-3	CC(C)OC(=O)CSc1nnc(Cc2ccccc2)n1CC1CCCO1 (stereo not given)
9	6	CCOc1ccc(C2=Nn3c(nnc3-c3ccco3)SC2)cc1
7	-1	Cc1ccc2cc(C#N)c(SCC(=O)NCc3ccco3)nc2c1
8	-4	COc1ccc(CCN2C(=O)c3ccccc3C2(O)c2ncc[nH]2)cc1OC (stereo not given)
0	-14	CC(C)N(C(=O)COC(=O)c1cc(Cl)cc(Cl)c1N)C(C)C
0	-4	CCOC(=O)N1CCC(NC(=O)C(CC(C)C)NC(=O)C2CCC(C)CC2)CC1 (stereo not given)
4	-2	Cc1ccc(C)c(S(=O)(=O)NCc2cccnc2)c1
-1	-10	O=C1COc2ccc(C(=O)CSc3nnc(Cc4cccs4)n3-c3ccc(Cl)cc3)cc2N1
3	6	NC(=O)c1noc(C(=O)N(CC(=O)NC2CCCC2)Cc2ccc3c(c2)OCO3)c1N
-5	-2	CCOc1ccc(-c2nc(CSCC(=O)NC3CCCc4ccccc43)c(C)o2)cc1 (stereo not given)
5	-9	Fc1ccc(-c2n[nH]c(=S)n2CC2CCCO2)cc1 (stereo not given)
-13	33	O=C(CCc1ccccc1O)N/N=C/c1ccc(Sc2cccc3cccnc23)o1
3	2	Cc1ccc(C)c(N2CCN(C(=O)CCn3c(=S)[nH]c4cc5c(cc4c3=O)OCO5)CC2)c1
7	1	Cc1ccc(SCCC(=O)N2CCOCC2)cc1
-10	-12	Cc1noc(/C=C/c2ccco2)c1S(=O)(=O)N1CCC(C(=O)N2CCc3ccccc32)CC1
-13	33	CCOC(=O)C1=NNC(C(=O)c2ccccc2)C1c1ccc(OC)cc1 (stereo not given)

11 entries out of the list, ordered by number of heavy atoms, largest number first:
FXIIa single	FXIa inh	smiles
-10	-12	Cc1noc(/C=C/c2ccco2)c1S(=O)(=O)N1CCC(C(=O)N2CCc3ccccc32)CC1
-15	1	O=C(CN(CC1CCCO1)C(=O)CNS(=O)(=O)c1ccc(Cl)cc1)NCC1CCCO1 (stereo not given)
-13	33	O=C(CCc1ccccc1O)N/N=C/c1ccc(Sc2cccc3cccnc23)o1
0	-4	CCOC(=O)N1CCC(NC(=O)C(CC(C)C)NC(=O)C2CCC(C)CC2)CC1 (stereo not given)
8	-4	COc1ccc(CCN2C(=O)c3ccccc3C2(O)c2ncc[nH]2)cc1OC (stereo not given)
7	-5	Cn1c(SCc2nc(-c3ccc(Cl)cc3)no2)nnc1-c1ccccc1
7	-1	Cc1ccc2cc(C#N)c(SCC(=O)NCc3ccco3)nc2c1
9	6	CCOc1ccc(C2=Nn3c(nnc3-c3ccco3)SC2)cc1
0	-14	CC(C)N(C(=O)COC(=O)c1cc(Cl)cc(Cl)c1N)C(C)C
5	-9	Fc1ccc(-c2n[nH]c(=S)n2CC2CCCO2)cc1 (stereo not given)
7	1	Cc1ccc(SCCC(=O)N2CCOCC2)cc1

Next part.
FXIIa single	FXIa inh	smiles
5	-3	CCOCc1cnc(C)nc1NCC(=O)c1c(C)[nH]c2ccc(OC)cc12
3	-7	Cc1ccc(C(=O)c2cc3ccccc3o2)cc1
1	-6	O=C(CN(C(=O)CSc1nnc(COc2ccccc2)o1)c1ccc(F)cc1)NC1CCCC1
11	5	COCCNC(=O)CCc1c(C)nc2c(-c3ccc(F)cc3)c(C)nn2c1C
11	0	CCCCN(CC)Cc1ccc(CNC(=O)Nc2ccccc2)o1
7	13	C(=C1/CCCC2=C1Nc1ncnn1C2c1ccccc1)/c1ccccc1 (stereo not given)
-9	-8	COC(=O)c1ccc(CSc2nnc(CNC(=O)c3ccccc3F)o2)o1
0	0	CC(=O)c1cc(F)c(N2CCN(C(=O)c3ccco3)CC2)cc1C
-9	-1	Nc1nc(SCc2ccc(Cl)cc2)[nH]c(=O)c1-c1ccccc1
-12	-10	Fc1ccccc1Cc1nnc2n1N=C(c1ccc(Cl)cc1)CS2
5	-1	COC(=O)C1CN(S(=O)(=O)c2ccccc2)CCN1S(=O)(=O)c1ccccc1 (stereo not given)
1	3	COc1cccc(C(=O)Nc2ccc(S(=O)(=O)NCc3ccco3)cc2)c1
8	-6	Cc1cc(C(=O)OC(C)C(=O)Nc2cccc(S(=O)(=O)N3CCOCC3)c2)c(C)o1 (stereo not given)
1	-2	CCn1c(=O)n(CC(=O)Nc2cc(OC)c(OC)c(OC)c2)c(=O)c2ccccc21
2	-8	COC(=O)Nc1ccc(S(=O)(=O)n2cnc3ccccc32)cc1
8	6	CN1C(=O)N(C)C2(c3ccccc3)Nn3c(s/c(=C/c4ccco4)c3=O)=NC12c1ccccc1 (stereo not given)
5	-2	CC(C)OCCCN1CN(S(=O)(=O)c2cccc(Cl)c2)c2nc3ccccc3nc21
-8	0	O=C(NCc1ccco1)NCC(F)(F)F
7	-1	CCC(=O)c1ccc(OCC(O)CN2CC(C)OC(C)C2)cc1 (stereo not given)
7	3	CCC1(C)Cc2ccccc2-c2nc3n(c(=O)c21)CC(C(=O)O)S3 (stereo not given)
-13	-15	COCCCNC(=O)c1cn(CC(C)C)c(=O)c2c1c1ccccc1n2C
10	-3	Cc1nc2c(C#N)c(C)[nH]n2c(=O)c1Cc1ccccc1
8	0	O=C(COc1ccc(S(=O)(=O)NCc2ccccc2)cc1Cl)N1CCOCC1
4	-9	CCC(=O)N1CCc2cc(Br)cc(S(=O)(=O)NCCN3CCCCC3C)c21 (stereo not given)
12	2	COc1ccc(/C(N)=N/OC(=O)CSc2ccccc2)cc1OC
6	-7	Cc1ccc(C(=O)CSc2nc3ccccc3o2)cc1
6	4	COc1ccc(C)cc1S(=O)(=O)N(C)CC(=O)N1CCCCC1
3	-5	CSc1cccc(NC(=O)C2CCCN2S(=O)(=O)c2ccc(Br)s2)c1 (stereo not given)
0	1	Cc1nc2cc(NC(=O)N3c4ccccc4CC3C)ccc2n1C (stereo not given)
6	5	CCn1c(=O)cc(OCC(=O)Nc2cccc(C)n2)c2ccccc21
4	1	CN1CCN(CC(=O)N(Cc2c(C#N)c3ccccc3n2C)c2ccccc2)CC1
4	-11	CC(c1ccccc1)N1CCn2c(nc3cc(NC(=O)c4cccs4)ccc32)C1 (stereo not given)
4	-2	Cc1oc(C(=O)O)cc1CSc1nnc(-c2ccccc2)n1C
9	-4	Cc1ccc(-n2c(=O)[nH]c3c(C(N)=O)nc(CC(C)C)nc32)cc1
-13	-2	CN1C(=S)SC(N(O)C(=O)Nc2ccccc2)C1(C)C (stereo not given)
12	-3	Cc1ccc(NC(=O)CCN2CCN(C/C=C/c3ccccc3)CC2)cc1
-3	-3	CC(C)C(C)NC(=O)COc1ccc(-c2ccccc2)cc1 (stereo not given)
5	6	COc1ccc(C(OC(=O)c2ccco2)C(=O)NCc2ccc(C)cc2)cc1 (stereo not given)
6	-3	COc1ccc2cc(C(=O)NCCO)sc(=O)c2c1OC
1	-3	O=c1[nH]cnc2cc(Cl)ccc12
5	-5	COc1ccccc1OCC(=O)Nc1ccc(Cl)cc1
3	1	CN1C(=O)c2cccc3c(S(=O)(=O)NCc4ccco4)ccc1c23
-4	-4	CCN(CC)C(=O)CNC(=O)Cc1ccc(Cl)cc1
8	1	c1csc(CN2CCOCC2)c1
4	2	Cc1ccc(C)c(NC(=O)CN(C)S(=O)(=O)c2ccccc2)c1
-12	15	CCCNC(=O)COc1ccc(S(=O)(=O)Nc2ccc(C)cc2)cc1
1	-2	COc1ccc(C2(CCN)CC(C)N(C)CC2C)cc1 (stereo not given)
